# Screens as filed in PubChem.
# CXCR6 block: CXCR6 (human) receptor inhibition; 360,000 compounds, 0.36% hits; inhibition, % at 20 µM; AID 602244; CHO-K1 PathHunter CXCR6 beta-arrestin, luminescence; in the data active = inhibition above about 34%, passing the limit was not always enough;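 also: antagonist mode with CXCL16 agonist at 10 nM final; 0% = 10 nM CXCL16 with DMSO and 100% = unstimulated wells without agonist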
# Target sequence (O00574 whole entry, looked up): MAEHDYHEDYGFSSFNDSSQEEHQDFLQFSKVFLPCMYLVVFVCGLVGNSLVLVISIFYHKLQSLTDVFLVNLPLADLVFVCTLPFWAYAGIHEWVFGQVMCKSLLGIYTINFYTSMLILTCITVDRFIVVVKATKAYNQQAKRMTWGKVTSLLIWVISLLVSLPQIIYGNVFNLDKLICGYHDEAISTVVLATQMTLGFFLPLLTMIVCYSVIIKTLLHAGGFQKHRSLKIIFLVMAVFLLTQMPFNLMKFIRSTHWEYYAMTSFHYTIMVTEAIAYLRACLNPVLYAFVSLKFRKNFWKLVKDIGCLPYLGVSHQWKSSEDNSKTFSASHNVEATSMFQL
# APJ antagonist: blocks the human apelin receptor APJ | 330,000 compounds, 0.32% hits | P35414 | inhibition, % at 20 µM | CHO-K1 APJ beta-arrestin complementation, luminescence;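 active = inhibition above about 40% at 20 µM, limit read from the data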;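 also: cells challenged with 10 nM apelin-13 agonist together with compound; plate controls were apelin-13 plus DMSO wells for no effect and DMSO wells lacking apelin-13 for full effect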
# Target sequence (P35414 whole entry, looked up): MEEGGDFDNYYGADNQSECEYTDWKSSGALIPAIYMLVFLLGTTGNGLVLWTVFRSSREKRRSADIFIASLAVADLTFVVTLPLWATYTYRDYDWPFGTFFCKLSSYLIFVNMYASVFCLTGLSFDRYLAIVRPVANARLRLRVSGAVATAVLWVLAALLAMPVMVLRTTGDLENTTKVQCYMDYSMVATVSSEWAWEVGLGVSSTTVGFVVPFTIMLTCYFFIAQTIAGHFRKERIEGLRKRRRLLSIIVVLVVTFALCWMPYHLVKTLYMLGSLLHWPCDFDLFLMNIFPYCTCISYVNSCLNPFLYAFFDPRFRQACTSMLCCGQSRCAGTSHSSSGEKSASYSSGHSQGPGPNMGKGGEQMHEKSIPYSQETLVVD
# APJ ag: APJ receptor agonism. P35414. CHO-K1 APJ PathHunter beta-arrestin, luminescence; 0% DMSO wells, 100% apelin. activation, % at 20 µM. 330,000 compounds, 0.11% hits;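 active = activation more than six SD over the plate average, tested at 20 µM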;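 also: 0% = DMSO alone and 100% = apelin-13 at 10 nM; some results filed as inactive read as strong as hits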
#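 Material: CHO-K1 APJ beta-arrestin complementation cell line; Input: cell density 1000 per well; Incubation: compound stimulation 90 min at 25 °C, detection 60 min; Signal: luminescence from split beta-galactosidase complementation, Galacton Star/Emerald II substrate; Controls: DMSO-only wells as negative, 10 nM Apelin-13 as positive control.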
# CHOP UPR activ: activators of apoptotic arm of unfolded protein response (CHOP); CHO-CHOP luciferase reporter, UPR activation, luminescence; percent of tunicamycin response over DMSO baseline; 330,000 compounds, 0.34% hits; activation, % at 10 µM;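 active = at 10 µM dose, activation of 40% or more, normalized to positive control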;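 also: 100% = tunicamycin at 10 µg/mL and 0% = DMSO alone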
#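 measured by = luciferase luminescence | assay system = CHO-CHOP cells, stable luciferase reporter of PERK-eIF2a-CHOP signalling | amount = 500 reporter cells seeded per well | timing = 6 h compound exposure at 37 °C after overnight seeding | controls = positive tunicamycin 10 µg/mL, negative DMSO alone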
# tim10-1 inh: tim10-1 yeast growth inhibition; S. cerevisiae tim10-1 ts strain growth, BacTiter-Glo, 24 h; inhibition, % at 20 µM; 330,000 compounds, 2.2% hits; AID 463190;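 active = inhibition of at least 40%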;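 also: mutant grown at 25 °C; 0% = DMSO wells with yeast and 100% = wells holding no yeast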
# UPR XBP1 act: activators of adaptive arm of unfolded protein response (XBP1); CHO-XBP1 luciferase reporter, IRE1-XBP1 UPR activation, luminescence; percent of tunicamycin response, DMSO as zero; activation, % at 20 µM; 330,000 compounds, 0.33% hits; AID 463104;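 active = versus positive control, 20 µM dose yields 30% or more activation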;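 also: 100% = tunicamycin at 10 µg/mL and 0% = DMSO only wells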
#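 Assay system: IRE1-XBP1 luciferase reporter CHO line. Input: 1000 cells/well. Buffer or medium: F12 with 10% serum. Doses: 20 µM, 1% DMSO. Times: overnight seeding at 37 °C, 6 h compound treatment at 37 °C. Technique: Steady-Glo luciferase glow luminescence, 10 min after reagent addition.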
# TIM10 inh: inhibits growth of TIM10 yeast strain; S. cerevisiae TIM10 strain growth, BacTiter-Glo luminescence, 24 h; inhibition, % at 10 µM; 330,000 compounds, 1.4% hits; AID 463195;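 active = inhibition of 40% or more at the single tested concentration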;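 also: wild-type TIM10 isogenic control strain grown at permissive 25 °C; 0% = DMSO yeast wells and 100% = minimal medium wells without yeast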
# tim23-1 inh: tim23-1 yeast growth inhibition; 330,000 compounds, 1.3% hits; inhibition, % at 20 µM; S. cerevisiae tim23-1 growth, BacTiter-Glo luminescence, 24 h;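 active = growth inhibition of the mutant yeast at or above 50%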;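 also: temperature-sensitive mutant grown at 25 °C; plate controls were DMSO-treated mutant yeast for no effect and medium wells lacking yeast for full effect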
# Mdm2-MdmX inh: human Mdm2/MdmX binding inhibition; O15151+Q00987; SaOS-2 split-luciferase Mdm2/MdmX complementation, luminescence; inhibition, % at 8 µM; 330,000 compounds, 3% hits; AID 485346;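 active = inhibition of at least 50% at 8 µM in the primary screen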
# * marks the source's active call; other numbers are inactive results. A portion of the library; count on the stated rates, not on these rows.
# Value order: CXCR6 block	APJ antagonist	APJ ag	CHOP UPR activ	tim10-1 inh	UPR XBP1 act	TIM10 inh	tim23-1 inh	Mdm2-MdmX inh
Cc1ccccc1C(=O)Nc1ccnn1C1CCN(CCCc2ccccc2)CC1
    8	4	-1	-1.3	2	-2	2	7	2
CCn1c(SCC(=O)NCc2ccccc2)nc2nc3c(cc2c1=O)CCCC3
    4	10	-2	-0.1	12	-1	-2	17	-26
N/C(CS(=O)(=O)c1ccccn1)=N\OC(=O)c1ccc(Cl)cc1
    0	8	5	2.6	4	4	0	7	0
O=C(COc1cc(F)ccc1[N+](=O)[O-])Nc1cccc(S(=O)(=O)NC2=NCCC2)c1
    -21	12	3	-1.2	0	0	-3	-20	5
COC(=O)C(C)(C)ONC(=O)Nc1ccccc1
    -4	1	-3	0.4	6	-1	-8	-2	-1
COC(=O)c1cc2ccsc2n1Cc1nc(-c2ccc(OC)cc2)oc1C
    10	-3	-1	0.9	1	-5	9	23	60*
COc1cccc(/C=N/NC(=O)CN2CC(c3ccccc3)CC2=O)c1O (stereo not drawn)
    -5	9	-2	2.7	12	2	12	12	52*
NC(=O)Nc1ccc(C(=O)OCC(=O)NC2CCCc3ccccc32)cc1 (stereo not drawn)
    1	4	-1	-1.8	-6	-3	-11	-10	-3
CNc1ccc(Br)cc(C(=O)/C=C/c2ccc(OC)cc2)c1=O
    6	-34	9	-1.9	5	0	16	12	-10
COc1ccc(CCN(C(=O)/C=C/C(=O)O)C2CC(=O)N(c3ccccc3)C2=O)cc1 (stereo not drawn)
    7	-39	-2	1.8	21	-4	-2	17	8
Cc1ccccc1COc1ccc(/C=N/NC(=O)c2nnn(-c3nonc3N)c2CN2CCC(C)CC2)cc1
    5	7	-3	6.7	22	0	18	21	19
CCc1ccccc1NC(=O)C1c2ccccc2Oc2ccccc21
    1	-13	-2	-3.0	11	1	0	6	46
COCCCNC(=S)NNC(=O)c1cc(C2CC2)nc2ccccc12
    16	-6	7	2.1	7	-4	13	9	2
COc1ccc(/C=N/Nc2ncc(Br)cn2)c(OC)c1
    -10	-3	-3	-0.9	-14	-5	-7	-18	-46
COC(=O)c1ccccc1NC(=O)COc1ccccc1[N+](=O)[O-]
    -4	1	-2	1.2	21	0	-1	4	22
O=C(O)c1cccc(-n2c(/C=C/c3ccccc3)nc3ccccc3c2=O)c1
    3	10	-4	1.2	9	-3	6	17	37
COc1ccccc1CCc1nnc(CCC(=O)NC(C)Cc2cccc(C)n2)o1 (stereo not drawn)
    7	-9	-1	0.2	13	-1	3	1	2
COc1ccc(C(CNC(=O)C(CCSC)NC(=O)c2ccccc2Cl)N2CCCC2)cc1 (stereo not drawn)
    5	22	-4	-0.8	-10	-2	-8	-9	12
COc1ccc(S(=O)(=O)N2CCN(CC(=O)N3CCOCC3)CC2)cc1OC
    -3	-2	1	-2.0	-6	1	4	-5	12
CN1CCC(N(C)CC(O)c2ccccc2)CC1 (stereo not drawn)
    -1	-3	-2	-2.1	4	0	1	5	10
CN(Cc1ccccc1)CC1CCCN(CCc2ccccc2F)C1 (stereo not drawn)
    6	-16	-3	-1.1	-16	-5	-11	-33	-18
Cc1cc(C)nc(SCC(=O)Nc2ccnc3ccccc23)n1
    -8	18	0	2.7	16	0	11	-7	38
CCc1nnc(NC(=O)c2cc(S(=O)(=O)N(C)c3ccc(OC)cc3)ccc2Cl)s1
    4	14	7	1.1	14	-3	-1	8	9
O=C(NCc1ccccc1)c1c(O)c2ccccc2[nH]c1=O
    -4	10	-3	5.3	-33	-2	-8	36	34
O=C(N/C(=C/c1cccs1)c1nc2ccccc2[nH]1)c1ccccc1
    -1	10	-5	0.3	17	-1	24	5	6
COc1ccc(/C=N/NC(=O)C2(C)NC(C)(C)Cc3ccccc32)cc1 (stereo not drawn)
    -2	-11	-1	5.7	9	-3	9	16	12
CC(=O)N1CCc2cc(S(=O)(=O)NC(Cc3ccccc3)C(=O)Nc3cc(C)ccn3)ccc21 (stereo not drawn)
    -1	10	-7	-1.9	3	1	-2	8	9
O=C(Nc1c2c(nn1-c1cccc(Cl)c1)CS(=O)(=O)C2)c1ccco1
    -7	-16	-4	2.6	-4	-3	5	12	14
CCC(=O)NCCc1cc2ccc(C)c(C)c2[nH]c1=O
    -1	-58	-3	1.7	1	-2	1	-11	-16
COc1ccc(/C=N/NC(=O)CCC(=O)Nc2ccccc2)cc1OC
    3	19	-1	-2.3	10	-5	-1	5	6

# An excerpt from above in order of SMILES length, rising:
# Value order: CXCR6 block	APJ antagonist	APJ ag	CHOP UPR activ	tim10-1 inh	UPR XBP1 act	TIM10 inh	tim23-1 inh	Mdm2-MdmX inh
CN1CCC(N(C)CC(O)c2ccccc2)CC1 (stereo not drawn)
    -1	-3	-2	-2.1	4	0	1	5	10
COc1ccc(/C=N/Nc2ncc(Br)cn2)c(OC)c1
    -10	-3	-3	-0.9	-14	-5	-7	-18	-46
CCC(=O)NCCc1cc2ccc(C)c(C)c2[nH]c1=O
    -1	-58	-3	1.7	1	-2	1	-11	-16
CCc1ccccc1NC(=O)C1c2ccccc2Oc2ccccc21
    1	-13	-2	-3.0	11	1	0	6	46
CNc1ccc(Br)cc(C(=O)/C=C/c2ccc(OC)cc2)c1=O
    6	-34	9	-1.9	5	0	16	12	-10
O=C(N/C(=C/c1cccs1)c1nc2ccccc2[nH]1)c1ccccc1
    -1	10	-5	0.3	17	-1	24	5	6
COc1ccccc1CCc1nnc(CCC(=O)NC(C)Cc2cccc(C)n2)o1 (stereo not drawn)
    7	-9	-1	0.2	13	-1	3	1	2
COc1ccc(S(=O)(=O)N2CCN(CC(=O)N3CCOCC3)CC2)cc1OC
    -3	-2	1	-2.0	-6	1	4	-5	12
COc1ccc(C(CNC(=O)C(CCSC)NC(=O)c2ccccc2Cl)N2CCCC2)cc1 (stereo not drawn)
    5	22	-4	-0.8	-10	-2	-8	-9	12
COc1ccc(CCN(C(=O)/C=C/C(=O)O)C2CC(=O)N(c3ccccc3)C2=O)cc1 (stereo not drawn)
    7	-39	-2	1.8	21	-4	-2	17	8
CC(=O)N1CCc2cc(S(=O)(=O)NC(Cc3ccccc3)C(=O)Nc3cc(C)ccn3)ccc21 (stereo not drawn)
    -1	10	-7	-1.9	3	1	-2	8	9
Cc1ccccc1COc1ccc(/C=N/NC(=O)c2nnn(-c3nonc3N)c2CN2CCC(C)CC2)cc1
    5	7	-3	6.7	22	0	18	21	19

# Additional structures:
# Value order: CXCR6 block	APJ antagonist	APJ ag	CHOP UPR activ	tim10-1 inh	UPR XBP1 act	TIM10 inh	tim23-1 inh	Mdm2-MdmX inh
O=C(O)c1ccccc1C(=O)c1cccc2ccccc12
    -2	11	-2	-0.5	15	-6	1	8	8
CC(C)Oc1ccc(N2CC(C(=O)Nc3ccccc3F)CC2=O)cc1 (stereo not drawn)
    -15	7	1	1.3	24	-1	10	32	12
O=C(Cc1cccs1)N/N=C\c1ccc(O)cc1
    8	2	-4	3.9	2	2	5	20	-1
O=C(/C=C/c1ccc(F)cc1)NC(=S)NNC(=O)c1cccnc1
    9	16	-5	-0.4	21	-2	2	3	11
CC1(C)CC(=O)C(/C=N/n2cnc3ccccc3c2=O)=C(O)C1
    1	7	-2	-1.2	-3	2	6	-2	12
COc1cc(/C=C2/NC(=O)NC2=O)cc(Br)c1OCc1ccc(C(=O)O)cc1
    -9	3	-5	0.9	9	-6	6	3	13
CCCCNC(=O)COC(=O)c1cc2c(C)nn(-c3ccccc3)c2s1
    6	1	-1	-0.9	15	0	16	9	10
O=C(N/N=C/c1c(Cl)cccc1Cl)c1cccc(F)c1
    1	-14	3	4.0	13	5	2	13	-8
O=C(OCc1ccccc1)/C(=C(\O)c1ccccc1Br)c1ccc(-c2ccccc2)cn1
    0	7	-2	1.6	-18	-2	15	-3	19
CN(C(=O)COC(=O)c1cccnc1Cl)C1CCCCC1
    5	-3	-1	3.1	6	-2	8	8	-22
CCOC(=O)COc1cccc2c(=O)n(CC(=O)NCc3ccc4c(c3)OCO4)ccc12
    -8	1	-4	-0.5	-15	4	-6	-9	49
Cc1ccc2c(C)c(C(=O)N(Cc3ccncc3)CC3CCCO3)oc2c1C (stereo not drawn)
    3	8	2	2.0	28	0	19	33	23
O=C(NCCCN1CCOCC1)c1ccc2c(c1)N(Cc1ccccc1)C(=O)c1ccccc1S2=O (stereo not drawn)
    9	13	-2	-2.1	-45	-3	-2	-130	21
CCN(CC)S(=O)(=O)c1ccc(OC)c(NC(=O)COc2ccccc2[N+](=O)[O-])c1
    -4	-4	0	-2.1	-40	-2	-10	-9	10
COc1ccc(-c2c(-c3cc(OC)cc(OC)c3)n(C)c3ccc(-c4ccc(SC)cc4)cc23)cc1
    -5	7	0	5.9	9	3	5	14	8
O=C(OCCN1CCCC1=O)c1cc(F)c(F)c(F)c1F
    -21	-6	0	2.0	8	-2	4	12	8
CC(C)C(=O)Nc1c2c(nc3ccccc13)N(C)CC2
    0	19	-5	0.0	8	0	1	-1	19
COC(=O)CNC(=O)C1Nc2ccc(OC(F)(F)F)cc2C2C=CCC12 (stereo not drawn)
    -1	-5	3	-0.4	31	0	11	26	3
Cc1cc(C)n(CCCNC(=O)c2ccc(C)c(S(=O)(=O)N3CCOCC3)c2)n1
    -3	3	13	1.1	-6	-2	-2	1	-4
COc1ccccc1-c1csc2ncnc(Sc3nnnn3C)c12
    6	7	-1	0.5	-5	0	7	11	47
O=C(N/N=C\c1cc2c(cc1Cl)OCO2)c1cccs1
    2	-8	-1	5.0	-7	4	19	12	-24
COC(=O)c1ccc(CNC(=O)CSC(C)C(=O)Nc2cc(C)on2)cc1 (stereo not drawn)
    -3	1	-1	-1.5	0	0	2	0	7
CCCCNC(=O)Nc1ncn[nH]1
    2	17	-2	0.5	4	0	-3	6	7
Cc1ccc(-n2c(C)cc(C=C3C(=O)CC(C)(C)CC3=O)c2C)cc1
    0	-3	4	0.3	29	1	15	34	1
O=C1C2CCCN2C(c2ccc(Br)cc2)N1c1ccc(F)cc1 (stereo not drawn)
    0	17	-4	3.6	3	3	-4	16	6
OC(CSc1ccccc1Cl)CN1CCN(c2ccccc2F)CC1 (stereo not drawn)
    1	-21	1	0.7	-19	-2	24	-43	-31
COc1cccc(/C=C/C(=O)Nc2ccc3c(c2)OCCO3)c1
    7	20	2	1.6	-47	4	-6	37	-113
CS(=O)Cc1cc(Sc2ccccc2)nc(-c2ccncc2)n1 (stereo not drawn)
    3	6	-4	0.5	-9	0	6	-8	10
